MLL CXXC-DNA inh = MLL CXXC-DNA interaction inhibition; Potency, µM (series often up to 115 µM), inactives show at the top dose activity change, negative = inhibition, hits mostly inhibitors; MLL-CXXC / FITC-HOXA9 DNA fluorescence polarization; Q03164; 290,000 tested, 0.037% active; active = well fitted inhibition curve with a large enough effect in the polarisation, with a control signal flat, not every such curve was filed as active; inconclusive = small, poorly fitted or top-dose-only effect, or effect the other way, or a change in a side signal; inactive = no such curve, though single readings can be large or run the other way; the % refers to the polarisation; also: potency is read from the fitted curve at half-maximal effect
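Purified MLL-CXXC (added from a 7 uM solution) was preincubated 5 min at ambient with pinned compounds in 50 mM Tris-HCl pH 7.5, 50 mM NaCl, 1 mM DTT, 0.05% BSA. Fluorescein-labeled HOX-A9 DNA (50 nM solution) followed, 30 min, then polarization read.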
Menin MLL FP TR = menin-MLL binding inhibition, Texas Red mutant peptide; O00255; Menin + Texas Red MLL mutant peptide, fluorescence polarization; Potency, µM (top dose mostly 61.6 µM), inactives show at the top dose FP activity change, negative = inhibition, actives largely listed as inhibitors; 270,000 tested, 0.23% active; active = well fitted inhibition curve with a large enough effect in the polarisation, with a control signal flat, not every such curve was filed as active; inconclusive = small, poorly fitted or top-dose-only effect, or effect the other way, or a change in a side signal; inactive = no such curve, though single readings can be large or run the other way; the % refers to the polarisation; also: potency is read from the fitted curve at half-maximal effect; % of control where 0% means no effect; many of its hits are not listed in these tables
Target sequence (O00255 whole entry, looked up): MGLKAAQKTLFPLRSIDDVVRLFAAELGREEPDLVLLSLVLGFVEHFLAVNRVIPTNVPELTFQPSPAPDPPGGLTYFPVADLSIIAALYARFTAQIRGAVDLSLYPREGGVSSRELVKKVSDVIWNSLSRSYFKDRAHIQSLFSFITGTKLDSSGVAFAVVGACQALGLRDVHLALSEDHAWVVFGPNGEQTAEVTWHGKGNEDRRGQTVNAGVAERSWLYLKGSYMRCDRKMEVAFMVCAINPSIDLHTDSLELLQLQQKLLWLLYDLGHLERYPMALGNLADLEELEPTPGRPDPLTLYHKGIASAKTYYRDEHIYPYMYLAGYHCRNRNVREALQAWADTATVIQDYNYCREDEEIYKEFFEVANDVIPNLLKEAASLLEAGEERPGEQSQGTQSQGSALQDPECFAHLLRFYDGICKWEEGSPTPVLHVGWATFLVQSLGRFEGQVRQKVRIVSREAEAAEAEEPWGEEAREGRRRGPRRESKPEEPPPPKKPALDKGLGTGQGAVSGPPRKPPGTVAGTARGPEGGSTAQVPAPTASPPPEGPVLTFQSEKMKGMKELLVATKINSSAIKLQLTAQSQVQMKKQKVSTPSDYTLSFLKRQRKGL
Mito fusion yeast = mitochondrial division inhibition or fusion activation | S. cerevisiae fusion-defective mutant growth rescue, CellTiterGlo 48 h | Potency, µM (doses to about 46.1 µM), for inactives: at the highest dose growth rescue (activation), actives largely listed as activators | 320,000 tested, 0.23% active | AID 485298;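 also: potency is read from the fitted curve at half-maximal effect; % of control where 0% means no effect; nearly all actives have a fitted effect of over 45% in size; temperature-sensitive fusion mutants such as fzo1-1 at 37 °C on non-fermentable ethanol glycerol medium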
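Temperature-sensitive fusion-defective S. cerevisiae (e.g. fzo1-1, mgm1-5) were grown with compound in YPEG medium (3% ethanol, 3% glycerol) for 48 hours at 37C. Growth rescue was measured as viability by CellTiterGlo luminescence after 10 minutes at ambient.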
PTAP TSG101 blk = blocks PTAP/TSG101 interaction to inhibit HIV-1 budding. Q99816. Fluorescence polarization, FITC-PTAP peptide / Tsg101 binding. Potency, µM (series often up to 115 µM), inactives show at the top dose activity change, negative = inhibition, hits mostly inhibitors. 340,000 tested, under 10 active. AID 493005; active = well fitted inhibition curve with a large enough effect in the main read-out, with a control signal flat, not every such curve was filed as active; inconclusive = small, poorly fitted or top-dose-only effect, or effect the other way, or a change in a side signal; inactive = no such curve, though single readings can be large or run the other way; also: potency is read from the fitted curve at half-maximal effect; % of control where 0% means no effect
Target sequence (Q99816 whole entry, looked up): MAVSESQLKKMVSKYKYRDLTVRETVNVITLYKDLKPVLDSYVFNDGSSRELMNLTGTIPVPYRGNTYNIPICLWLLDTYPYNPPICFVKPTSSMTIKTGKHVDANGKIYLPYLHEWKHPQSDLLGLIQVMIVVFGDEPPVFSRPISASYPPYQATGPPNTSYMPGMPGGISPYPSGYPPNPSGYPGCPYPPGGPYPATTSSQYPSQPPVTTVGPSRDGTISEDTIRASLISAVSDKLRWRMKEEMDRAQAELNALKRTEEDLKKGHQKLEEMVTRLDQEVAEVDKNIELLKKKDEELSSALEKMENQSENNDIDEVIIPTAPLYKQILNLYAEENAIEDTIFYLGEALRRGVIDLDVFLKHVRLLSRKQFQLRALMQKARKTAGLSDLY
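Tsg101 binding domain (10 uM final) was mixed with compound and a FITC-labeled PTAP peptide (50 nM final) in HEPES pH 7.5 buffer with NaCl, Tween 20, EDTA and TCEP; fluorescence polarization was read after 20 min at r.t.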
TCR act = activates T cell receptor signaling | primary human leukocytes, anti-CD3, IL-2 HTRF, 48 h | 330,000 tested, under 10 active | Potency, µM (highest dose often 9.22 µM), inactives show top-dose activation of IL-2 secretion, hits mostly activators; also: % of control where 0% means no effect
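48 hr co-incubation of compounds, a-CD3 beads and primary human leukocytes; IL-2 quantified homogeneously by HTRF with anti-IL-2 K and d2 conjugates.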
A-T KAP1 phos = potential ataxia-telangiectasia treatments restoring KAP-1 phosphorylation; 320,000 tested, 0.19% active; Potency, µM (doses to about 57.5 µM), for inactives: top-dose activation, usual class: activators; AID 485349; […] A-T fibroblasts, KAP-1 phosphorylation AlphaLISA; neocarzinostatin DNA damage 30 min before lysis; also: potency is read from the fitted curve at half-maximal effect; % of control where 0% means no effect; nearly all actives have a fitted effect of over 45% in size
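ATM-like activity read as KAP-1 phosphorylation via AlphaLISA donor/acceptor antibody pairs after lysis and 6 hr at 25C. Cells were ATM-null patient fibroblasts ([…], hTERT), dosed 60 min, then exposed to the DSB inducer NCS for 30 min.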
a7 integrin act = activates integrin-mediated alleviation for muscular dystrophy | AID 624291 | Potency, µM (series often up to 38.3 µM), for the others: top-dose activation, usual class: activators | alpha7betagal myoblasts, beta-gal FDG fluorescence, 48 h | 350,000 tested, 0.064% active;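 also: potency is read from the fitted curve at half-maximal effect; 100% = response of the positive control SU9516; nearly all actives have a fitted effect of over 60% in size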
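Alpha7betagal+/- myoblasts (passage 13) were plated 16-24 hr, then exposed to compounds (1:260 dilution of DMSO stock) for 48 hours at 37C. After MPER lysis, β-galactosidase reporter activity was read as FDG fluorescence (ex 480/em 540) after 30 minutes.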
ASM inhibitor = human S-ASM enzyme inhibition; P17405; placental ASM, HMU-PC fluorogenic substrate, 60 min; Potency, µM (top dose mostly 57.5 µM), inactives show at the top dose activity change, negative = inhibition, most hits filed as inhibitors; 340,000 tested, 0.006% active; also: potency is read from the fitted curve at half-maximal effect
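HMU-PC0 cleavage (9 uM final) by human placental ASM, 60 min at 37 °C following 10 min compound exposure at RT; stopped at pH 10, fluorescence Ex 386/Em 447 nm.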
MBNL1-CUG inh = inhibitors of human MBNL1 binding to CUG repeat RNA; Q9NR56; TR-FRET MBNL1-His/biotin-(CUG)12 binding, 665/545 ratio; Potency, µM (series often up to 57.5 µM), for inactives: at the highest dose activity change, negative = inhibition, usual class: inhibitors; 280,000 tested, 0.036% active; active = well fitted inhibition curve with a large enough effect in the signal ratio, with a control signal flat, not every such curve was filed as active; inconclusive = small, poorly fitted or top-dose-only effect, or effect the other way, or a change in a side signal; inactive = no such curve, though single readings can be large or run the other way; the % refers to the signal ratio; also: potency is read from the fitted curve at half-maximal effect; % is scaled to controls: 0 for no effect and ±100 for the full control effect
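Compounds (final 92 nM to 58 uM) are added to His-tagged MBNL1 and biotin-(CUG)12, then terbium anti-His antibody and streptavidin-XL665 (5 nM final). After 60 min at room temperature, the 665/545 nm ratio is read.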
TSHR antagonist = antagonists of human thyroid stimulating hormone receptor; activity change, negative = inhibition, % at 11.5 µM; AID 504810; TSHR-expressing cells, TSH-stimulated cAMP HTRF, 2 h; stronger effect = lower value; 330,000 tested, 0.2% active;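 active = activity change below a set negative limit, meaning inhibition stronger than a set level, cut at about -70% in these data; inconclusive = activity change between two set negative limits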; also: % is scaled to controls: 0 for no effect and ±100 for the full control effect
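Freshly harvested TSHR cells receive pin-tooled compound, then EC80 TSH at 4nM final. After 2 hours at 37 deg C, antibody in lysis buffer and cAMP-d2 are added; 30 minutes at ambient temperature precede the HTRF read.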
* marks the source's active call; other numbers are inactive results; ? = inconclusive; . = not tested or not shown; [ ] = dose if it differs, or a comment. Unless noted, calls follow the shape of the dose curve; as a rule, active = well fitted curve in the direction sought with a large enough effect; inconclusive = small, poorly fitted or top-dose-only effect, or another doubt; inactive = no such curve, though single readings can be large; an effect the other way counts as inactive or inconclusive.

SMILES	MLL CXXC-DNA inh	Menin MLL FP TR	Mito fusion yeast	PTAP TSG101 blk	TCR act	A-T KAP1 phos	a7 integrin act	ASM inhibitor	MBNL1-CUG inh	TSHR antagonist
CC(NC(=O)Cc1ccccc1)C(c1ccccc1)N1CCOCC1 (configuration not stated)	1.5%	8.3%	-1.9%	-7.3%	5.0%	-1.0%	17.4%	3.4%	-11.4%	-0.5
Cc1ccc(NC(=O)[C@H](Cc2c[nH]c3ccccc23)NC(=O)[C@@H]2Cc3ccccc3CN2)c(C)c1	76.9%[activator]	0.1%	-0.9%	-3.2%	-1.6%	7.1%	3.0%	8.1%	-6.7%	5.2
Cc1ccc(NC(=O)CSc2nccn2Cc2ccco2)c(C)c1	17.9%	-6.5%	-6.6%	-3.3%	8.0%	-1.7%	20.4%	2.0%	-2.9%	0.2
O=C(N/N=C/c1ccc(O)cc1O)C1CC1	.	.	.	0.9%	0.4%	.	23.2%	53.6%	.	.
COC(=O)c1c(NC(=O)CN2CCN(c3ccccc3OC)CC2)c2cc(C)ccc2n1C	-1.8%	-9.9%[11.7 µM]	-0.9%	0.7%	.	21.4%	-22.2%	12.5%	6.6%	-1.4
CCOC(=O)c1cc(S(=O)(=O)N2CCN(C3CCCCC3)CC2)cn1C	21.9%	-0.3%	-1.2%	-1.6%	-2.1%	-0.2%	13.3%	3.1%	1.5%	-14.0
NC(=S)N/N=C1\CCOc2ccc(F)cc21	-0.8%	.	-4.9%	-0.1%	-5.3%	1.9%	22.4%	5.3%	?	35.7
CCC(=NCCc1ccc(OC)c(OC)c1)c1ccccc1O	1.2%	-0.6%	5.0%	-7.4%	-7.3%	-8.8%	12.9%	5.6%	4.4%	-5.6
CCOc1ccc2nc(N=NC3=C(O)CC(C)(C)CC3=O)sc2c1	3.3%	-6.0%	-3.5%	1.1%	-64.6%	20.1%	-25.3%	-3.4%	?	29.6
COCc1nnc(NC(=O)CCSc2ccccc2)s1	1.0%	-7.0%	1.5%	-4.9%	3.5%	3.0%	-13.5%	3.9%	-7.8%	3.4
Cc1cc(NC(=O)CCCC(=O)OCC(F)(F)C(F)F)cc(C)c1C(=O)O	1.7%	?	1.1%	-8.3%	6.9%	-0.5%	21.3%	2.8%	1.6%	22.6
COc1ccc(-c2cc(C(F)(F)F)nc(NCc3cccs3)n2)cc1	4.3%	5.4%	5.5%	2.2%	9.5%	11.0%	4.3%	-4.3%	7.3%	-4.6
C=CCn1c(CCNC(=O)c2cccs2)n[nH]c1=S	6.2%	-10.0%	3.0%	-2.2%	-3.8%[46.1 µM]	.	10.0%	4.6%	-22.5%	-6.5
N#Cc1sc2nc(-c3ccccc3)cc(C(F)(F)F)c2c1N	5.7%	17.7%	-18.0%	-18.6%	5.0%	3.9%	9.6%	-2.0%	-0.3%	3.9
Cc1cnc(C(=O)NCCc2ccc(Cl)cc2)cn1	25.5%	.	-4.0%	-8.7%	-1.8%	6.2%	?	0.9%	-0.7%	2.3
CC(=O)Nc1cccc(Oc2cc(C#N)c(C#N)cc2N2CCCCCC2)c1	-1.3%	29.3%	8.9%	-7.3%	-0.5%	-3.4%	37.2%	-2.9%	6.6%	8.0
CN(C)CCCN(C(=O)c1ccc(C(=O)c2ccccc2)cc1)c1nc2cc3c(cc2s1)OCCO3	-10.1%	.	-11.4%	-5.3%	1.7%	9.7%	0.0%	-10.0%	-2.5%	6.4
O=C(Cn1cnc(S(=O)(=O)N2CCOCC2)c1)Nc1ccc(OC(F)(F)F)cc1	6.2%	.	1.3%	0.0%	5.1%	-7.4%	-15.0%	-0.2%	-1.5%	-2.1
N#C/C(=C\c1ccc(-c2ccc(Br)cc2)o1)C(=O)NCCc1c[nH]c2ccccc12	5.1%	-9.3%	25.2%	-0.7%	-19.6%	-9.6%	1.3%	1.6%	7.0%	-10.5
COc1ccc2[nH]c(=O)c(-c3noc(-c4ccc(F)cc4)n3)cc2c1	82.0%[activator]	6.4%	1.5%	2.4%	6.3%	7.7%	5.9%	137.2%[activator]	?	-5.2
COc1ccc(NC(=O)N(C)C[C@H]2Oc3ccc(NC(=O)CCN4CCOCC4)cc3C(=O)N([C@@H](C)CO)C[C@H]2C)cc1	.	.	.	-0.5%	-7.3%	2.6%	14.3%	-0.5%	.	-8.2
Cc1ccc(-c2nn(CC(=O)N3CCOCC3)c(=O)c3ccccc23)cc1S(=O)(=O)N(C)C	8.0%	.	3.5%	-2.1%	-1.0%	16.5%	9.5%	-1.5%	-6.5%	-12.4
Cc1ccc(Cl)cc1N1CCN(c2cccc[n+]2C)CC1	1.8%	-16.7%	-6.5%	-3.2%	-9.4%[46.1 µM]	5.0%	-4.4%	-0.2%	.	-1.7
CC1(C(=O)O)CCC(C(=O)NC2CCCCCC2)C1(C)C (configuration not stated)	8.7%	-9.9%	6.8%	-6.2%	0.4%	7.3%	5.9%	-0.8%	3.9%	-4.9
Cc1cc(-c2ccc(C)c(S(=O)(=O)N3CCN(C(=O)c4ccco4)CC3)c2)on1	1.6%	-1.6%	2.6%	0.8%	2.1%	1.9%	0.0%	-6.6%	-1.3%	-9.5
COc1ccc(C(CC(=O)O)NC(=O)COc2ccccc2OC)cc1OC (configuration not stated)	1.4%	6.9%	2.4%	2.3%	2.5%	8.0%	7.9%	-1.2%	0.1%	0.8
COc1ccccc1-c1sc2ccccc2c1-c1ccc(OCCN2CCCCC2)cc1	.	.	.	-3.0%	0.7%[46.1 µM]	8.5%	-44.9%	?	.	8.2
OCCNC(=S)NCc1ccccc1	-12.0%	.	4.0%	-0.7%	4.6%	-0.5%	?	0.2%	4.9%	8.1
CCOC(=O)NC(=O)/C(C#N)=N/Nc1c(F)cccc1F	-2.9%	?	0.5%	-10.0%	-4.3%	4.5%	0.3%	?	-5.2%	5.6
O=C(NCCc1cccs1)C1CC(c2ccc([N+](=O)[O-])cc2)=NO1 (configuration not stated)	-0.5%	8.5%	7.0%	.	2.4%	4.9%	-13.9%	0.7%	?	27.8
Cn1nc(C(=O)NNC(=O)c2cccc(Cl)c2)ccc1=O	.	.	.	-2.7%	4.3%	6.3%	0.4%	2.0%	.	-2.5
CCOC(=O)c1cnc2c(OC)cccc2c1Oc1ccccc1	3.1%	?	-1.4%	-4.7%	-1.0%	-8.8%	0.0%	-1.0%	25.8%	-9.7
CCc1c(C)sc(NC(=O)c2cc(C)on2)c1C#N	-7.0%	-12.7%	-1.5%	-1.5%	-2.3%	-3.1%	-28.4%	-3.0%	-8.1%	-9.0
O=CNCCCc1nc2ccccc2n1Cc1ccccc1	10.0%	-5.3%	4.5%	1.1%	-6.1%	-0.1%	5.5%	3.0%	-5.3%	7.0
COc1cc(OC)cc(-c2c(C#Cc3ccsc3)c3cc(-c4cc(F)cc(F)c4)ccc3n2C)c1	.	.	.	-5.0%	0.3%	2.9%	28.8%	206.3%[activator]	.	4.4
COc1ccc(-c2csc(NC(=O)C3=NN(c4ccccc4)C(=O)CC3)n2)cc1	-9.1%	-1.1%	5.6%	0.0%	.	2.9%	6.9%	?	2.5%	-78.2*
CC12CC(c3ccccc3O1)C(/C(N)=N/NC(=O)c1ccc(F)cc1)C(=O)N2 (configuration not stated)	-2.1%	3.3%	1.1%	3.8%	-6.1%[46.1 µM]	4.2%	-26.2%	-2.8%	2.6%	0.0
Cc1c(Cl)cccc1NC(=O)CC1NCCNC1=O (configuration not stated)	0.5%	-12.6%	1.1%	-7.3%	2.6%	12.2%	9.7%	6.5%	5.9%	-0.7
CCN1C(=O)CSC1=NC12CC3CC(CC(C3)C1)C2	9.0%	.	2.6%	-4.8%	2.8%	19.8%	-22.7%	-6.2%	-4.1%	-4.2
COc1cc(OC)cc(C(=O)NC(C(=O)Nc2ccc3c(c2)CCC3)C(C)C)c1 (configuration not stated)	.	.	7.9%	0.3%	.	.	-7.3%	0.0%	.	31.3
CCC(=O)Nc1cccc(-c2ccc(N3CCCCC3)nn2)c1	3.2%	10.2%	13.2%	-6.3%	-1.4%	3.9%	10.4%	-0.4%	?	-0.1
C/C(=N\NC(=O)c1cc(C)[nH]n1)c1cccs1	-2.9%	-5.9%	-24.1%	-1.8%	-1.7%	0.6%	1.0%	1.8%	20.6%	-14.3
COc1ccc(C2CC(c3ccccc3)=NN2C(=O)COC(=O)c2cccc(S(=O)(=O)N(C)C)c2)cc1 (configuration not stated)	10.2%	-9.8%	0.7%	-4.1%	-4.7%[46.1 µM]	-2.3%	32.5%	-1.7%	36.9%[activator]	11.9

These rows are one share of the data; the hit share may differ from the screen's.
